Screens: PubChem BioAssay, Johns Hopkins Ion Channel Center
RGS4 inh: inhibitors of human RGS4. P49798. HEK293 M3R/RGS4 inducible, Fluo-4 calcium flux; stronger effect = higher value; triggered by carbachol at its EC20. B-score at 10 µM. 0.45% of 310,000 active. AID 463165;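 active = B-score, a plate-corrected calcium signal, over three deviations above library mean, with baseline fluorescence within five deviations of library mean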;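 note: RGS4 expression induced by doxycycline in cells with stable M3 receptor; B-score is computed from the integrated fluorescence ratio over baseline after carbachol; higher B-score means a larger calcium signal and so more RGS4 inhibition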
MrgX1 antagonist: antagonists of human MrgX1 receptor | Q96LB2 | MRGX1-HEK293 calcium flux, Fluo-4, BAM8-22 antagonism; stronger effect = lower value | B-score at 10 µM | 1.3% of 310,000 active;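 active = calcium-response B-score plate-corrected more than 3 library SD below zero, starting fluorescence within 5 deviations, no agonist response on first addition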;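 note: peak minus trough fluorescence over baseline after final BAM8-22 challenge near maximal dose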
MrgX1 PAM: human MrgX1 positive allosteric modulation, primary screen. MrgX1-HEK293, Fluo-4 calcium flux, FDSS; stronger effect = higher value. B-score at 10 µM. 0.63% of 310,000 active;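 active = plate-corrected calcium response at least 3 library SD above typical, normal starting fluorescence, not activating the receptor alone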;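 note: compound read alongside a low EC10 to EC30 dose of BAM8-22 agonist; peak minus trough fluorescence over baseline measured at the second addition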
TRPC4 inh: blocks the mouse TRPC4 cation channel; Q9QUQ5; HEK293 TRPC4beta/mu-opioid, DAMGO-evoked Fluo4 calcium flux; stronger effect = lower value; B-score at 10 µM; 0.39% of 300,000 active; AID 2247;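 active = B-score over 3 SD under the library average, no early fluorescence shift, positive overall ratio signal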
Target sequence (Q9QUQ5 whole entry, looked up): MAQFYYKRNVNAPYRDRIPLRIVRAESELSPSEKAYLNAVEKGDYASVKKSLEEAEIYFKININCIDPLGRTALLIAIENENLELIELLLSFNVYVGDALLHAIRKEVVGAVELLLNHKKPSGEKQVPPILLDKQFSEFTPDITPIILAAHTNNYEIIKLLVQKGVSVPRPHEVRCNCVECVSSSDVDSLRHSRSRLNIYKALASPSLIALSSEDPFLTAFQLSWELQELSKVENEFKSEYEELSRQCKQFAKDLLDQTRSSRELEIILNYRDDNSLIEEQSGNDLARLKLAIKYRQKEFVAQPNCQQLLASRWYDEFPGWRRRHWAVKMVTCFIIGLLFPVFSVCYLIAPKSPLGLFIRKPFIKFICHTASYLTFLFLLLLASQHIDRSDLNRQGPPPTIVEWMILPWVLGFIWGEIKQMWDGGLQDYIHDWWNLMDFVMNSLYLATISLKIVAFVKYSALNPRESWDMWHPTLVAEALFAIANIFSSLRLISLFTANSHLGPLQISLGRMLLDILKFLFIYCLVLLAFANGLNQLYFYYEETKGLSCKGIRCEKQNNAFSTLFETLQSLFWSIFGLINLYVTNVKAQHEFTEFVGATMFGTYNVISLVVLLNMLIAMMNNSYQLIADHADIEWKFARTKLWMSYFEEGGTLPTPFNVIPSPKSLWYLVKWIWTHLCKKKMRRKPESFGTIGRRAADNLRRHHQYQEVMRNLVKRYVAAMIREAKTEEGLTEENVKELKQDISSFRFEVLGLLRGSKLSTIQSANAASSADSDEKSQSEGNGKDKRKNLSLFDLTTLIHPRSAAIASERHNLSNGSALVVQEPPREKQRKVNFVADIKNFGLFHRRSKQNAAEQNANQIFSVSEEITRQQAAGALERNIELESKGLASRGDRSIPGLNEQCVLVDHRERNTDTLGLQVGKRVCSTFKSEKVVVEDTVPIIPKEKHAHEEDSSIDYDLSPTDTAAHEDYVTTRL
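Assay system: TRPC4beta/mu-opioid receptor HEK293 cell line; compound dosing: single concentration per test compound; detection: Fluo4 Ca2+ flux fluorescence; evaluation: per-well B score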
TMEM16A act: activators or potentiators of mouse TMEM16A chloride channel. HEK293 TMEM16A/YFP-H148Q/I152L, iodide quench fluorescence; stronger effect = lower value. 0.3% of 340,000 active. B-score at 10 µM. Q8BHY3;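 active = fluorescence-ratio B-score plate-corrected deviation score at least 3 library SD below zero, with starting fluorescence score within 5 deviations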;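 note: channel opened by trigger with iodide after compound preincubation; score built on the fluorescence ratio of max minus min over baseline; more negative score means more quench and so TMEM16A activation or potentiation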
TRPC4 PAM: allosteric potentiators of mouse TRPC4 channel. HEK293 TRPC4beta/mu-opioid, DAMGO EC20, Fluo-4 Ca2+ flux; stronger effect = higher value. B-score at 10 µM. 0.42% of 310,000 active. AID 2227;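 active = B-score of calcium response area above 5 SD of library B-scores, with initial fluorescence ratio within 5 SD of library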;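 note: B-score of integrated fluorescence ratio over time as area under calcium response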
TRPC6 inhibitor: mouse TRPC6 channel inhibition; Q61143; HEK293-TRPC6, membrane potential dye, ACh-evoked depolarization; stronger effect = lower value; B-score at 10 µM; 1.1% of 310,000 active;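 active = B-score under library mean minus 3 SD, initial fluorescence not abnormally high, positive integrated signal ratio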;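 note: B-score derived from integrated fluorescence ratio over the kinetic read; more negative B-score means stronger inhibition of depolarization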
TRPC4 act: activators of mouse TRPC4 channel | B-score at 10 µM | AID 2237 | HEK293 TRPC4beta/mu-opioid, Fluo4 calcium fluorescence; stronger effect = higher value | 0.49% of 310,000 active | Q9QUQ5;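 active = B-score above 5 SD of library B-scores, and initial fluorescence ratio not above library mean plus 5 SD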;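 note: positive B-score marks a calcium rise read as TRPC4 activation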
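Assay system: HEK293 stable line with TRPC4beta plus mu-opioid receptor; schedule: 45 min room-temperature Fluo4 loading, 110 s read; technique: kinetic Fluo4 calcium fluorescence; evaluation: integrated baseline-normalised fluorescence ratio, converted to per-well B score; controls: buffer (low) and maximal DAMGO (high)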
MrgX1 ag: activates human MrgX1 receptor signaling. 0.44% of 310,000 active. AID 588627. B-score at 10 µM. MrgX1-HEK293 cells, Fluo-4 calcium fluorescence, agonist mode; stronger effect = higher value;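 active = calcium response B-score plate-corrected fluorescence ratio at least 3 library SD, with starting fluorescence B-score inside 5 SD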
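Test system: HEK293 cells stably expressing human MrgX1 receptor; amount: 15,000 cells per well; doses: compound delivered in addition one of three; times: overnight plating before 1 h dye loading; detection: Fluo-4 NW calcium-flux fluorescence, kinetic read; read-out basis: B-scored fluorescence response ratio; controls: positive and negative controls per plate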
TMEM16A inh: inhibitors of mouse TMEM16A calcium-activated chloride channel | HEK293 TMEM16A/YFP iodide influx fluorescence, ionomycin | normalized B-score (activity score, 25-100; higher = stronger inhibition) at 10 µM | 1.2% of 310,000 active | AID 588511;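 active = ratio plate-corrected score three or more library SD toward inhibition, starting fluorescence score within five deviations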;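 note: score derived from kinetic fluorescence span divided by baseline fluorescence per well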
TRPC6 act: activates the mouse TRPC6 cation channel; Q61143; B-score at 10 µM; AID 2550; 0.13% of 310,000 active; HEK293-TRPC6 membrane potential dye fluorescence; stronger effect = higher value;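 active = B-score of the integrated fluorescence ratio above library mean plus 3 SD, and starting fluorescence ratio within library mean plus 5 SD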;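 note: higher score means more depolarization so channel activation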
Starred values were filed as active, the others as inactive; i = inactive; . = not tested or not shown. Compounds were not picked by outcome; overall some 5.8% were active at least once.

SMILES	RGS4 inh	MrgX1 antagonist	MrgX1 PAM	TRPC4 inh	TMEM16A act	TRPC4 PAM	TRPC6 inhibitor	TRPC4 act	MrgX1 ag	TMEM16A inh	TRPC6 act
CCCn1c(N)c(C(=O)CSc2nnc(Cc3ccccc3)o2)c(=O)n(C)c1=O	i	i	i	i	i	i	i	i	i	i	i
CC1C(C#N)=C(N)OC2=C1C(=O)CCC2 (stereo not given)	i	i	i	i	i	i	i	i	i	i	i
COc1nc(OC)nc(N2CCC(C(=O)NCC3CCCCC3)CC2)n1	i	i	i	i	i	i	i	i	i	i	i
COc1ccccc1C/C(N)=N/OC(=O)COc1cccc(C)c1	i	i	i	i	i	i	i	i	i	i	i
COc1cc2[nH]c(=S)nc(NCCc3ccc(S(N)(=O)=O)cc3)c2cc1OC	i	i	i	i	i	i	i	i	i	i	i
CCc1ccc(NC(=O)c2noc(C(C)C)c2[N+](=O)[O-])cc1	i	i	i	i	i	i	i	i	i	i	i
O=C(CCCn1c(=S)[nH]c2cc3c(cc2c1=O)OCO3)N1CCN(c2ccccc2F)CC1	i	i	i	i	i	i	i	i	i	i	i
COc1ccc(CCNC(=O)Cc2cccs2)cc1OC	i	i	i	i	i	i	i	i	i	i	i
Cc1oc2ccc(O)c(CN3CCOCC3)c2c1C(=O)c1ccc(Cl)cc1	i	i	i	i	i	i	i	i	i	i	i
O=C(Nc1nccs1)c1ccc([N+](=O)[O-])cc1Cl	i	i	i	i	i	i	i	i	i	i	i
CC(=O)Nc1ccc(S(=O)(=O)Nc2nc3ccccc3nc2Nc2ccc3ccccc3c2)cc1	i	i	i	i	i	i	i	i	i	i	i
O=C(CS(=O)(=O)c1ccccc1)c1ccc2c(c1)OCCO2	i	i	i	i	i	i	i	i	i	i	i
Cc1[nH]n(-c2ccccc2)c(=O)c1/C=N\NC(=O)C1COc2ccccc2O1 (stereo not given)	i	i	i	i	i	i	i	i	i	i	i
Cc1cccc(C)c1NC(=O)CNC(=O)c1ccccc1OCc1ccccc1	i	i	i	i	i	i	i	i	i	i	i
CC(C)(Oc1ccc(CCNC(=O)c2ccc(-c3ccccc3)o2)cc1)C(=O)O	i	i	i	i	i	i	i	i	i	i	i
Cc1cccc(NS(=O)(=O)c2ccc(C)c(C(=O)OCC(=O)Nc3cc(C)on3)c2)c1	i	i	i	i	i	i	i	i	i	i	i
N#Cc1c(N)nc2c(c1-c1ccncc1)CCCC2	i	i	i	i	i	i	i	i	i	i	i
O/N=C(/CCc1ccccc1)c1ccc2c(c1)OCCO2	i	i	i	i	i	i	i	i	i	i	i
COc1cc(/C=N/N=C2/C(=O)Nc3ccccc32)cc(OC)c1O	i	i	i	i	i	i	i	i	i	i	i
COc1ccc(OC)c(NC(=O)CCC(=O)Oc2ccc(C)cc2)c1	i	i	i	i	i	i	i	i	i	i	i
CC1(C)C(=O)Nc2ccccc2N1C(=O)Cn1ncc(Cl)c(Cl)c1=O	i	i	i	i	i	i	i	i	i	i	i
OCCSc1nc2ccccc2n1CCOc1ccccc1	i	i	i	i	i	i	i	i	i	i	i
CCN1C(N(C)CCc2cccs2)=N[C@@H](c2ccccc2)C(C(=O)OC)=C1C	i	i	i	-5*	i	i	i	i	i	i	i
Cc1cc(C)c(S(=O)(=O)N2CCCCC2)c(C)c1-n1ncnn1	i	i	i	i	i	i	i	i	i	i	i
CCn1nc(NS(=O)(=O)c2ccc([N+](=O)[O-])cc2)c2cc3cccc(C)c3nc21	17*	i	i	i	i	i	i	i	i	25*	i
O=C(Nc1ccc2c(c1)ncn2C1CCCCC1)c1ccco1	i	i	i	i	i	i	i	i	i	i	i
O=[N+]([O-])c1cccc2c3c([nH]c12)CCCC3	i	i	i	i	i	i	i	i	i	i	i
Cc1cccc(C)c1N1C(=O)CC(N2CCSCC2)C1=O (stereo not given)	i	i	i	i	i	i	i	i	i	i	i
O=C(c1ccco1)N1CCN(CC(=O)N2c3ccccc3CCc3ccccc32)CC1	i	i	i	i	i	i	i	i	i	i	i
Cc1cc(C(=O)COC(=O)c2ccccc2O)c(C)n1Cc1cccs1	i	i	i	i	i	i	i	i	i	i	i
Cc1ccc(-n2c(-c3ccco3)nc3nc4ccccc4nc32)cc1F	i	i	i	i	i	i	i	i	i	i	i
N#Cc1nc(-c2ccco2)oc1NCc1ccccc1Cl	i	i	i	i	i	i	i	i	i	i	i
CCCNC(=O)Cc1ncn[nH]1	i	i	i	i	i	i	i	i	i	i	i
CCn1cc(CCC(=O)NCc2ccccc2OC)c2ccccc21	i	i	i	i	i	i	i	i	i	i	i
Cc1ccsc1C(=O)N1CCCC(CO)(Cc2ccccc2)C1 (stereo not given)	i	i	i	i	i	i	i	i	i	i	i
O=C(COC(=O)c1cncc(Br)c1)NC1CCCC1	i	i	i	i	i	i	i	i	i	i	i
COc1ccc2nc(NC(=O)C3CCN(S(=O)(=O)c4cccc5nsnc45)CC3)sc2c1	.	i	i	.	i	.	.	.	i	i	.
O=C(NC1CCCCC1)c1cc([N+](=O)[O-])[nH]n1	i	i	i	i	i	i	i	i	i	i	i
CC(C)(C)NC(=O)C1CN(S(=O)(=O)c2ccccc2)CCN1S(=O)(=O)c1ccccc1 (stereo not given)	i	i	i	i	i	i	i	i	i	i	i
COC(=O)c1cc2occc2n1Cc1nc(-c2ccc(Cl)cc2)oc1C	i	i	i	i	i	i	i	i	i	i	i
COc1ccc(CCNC(=O)CSc2nc3sc(C(=O)O)c(C)c3c(=O)[nH]2)cc1OC	i	i	i	i	i	i	i	i	i	i	i
CC(C)NC(=O)c1cccc2c1-c1ccccc1C2=O	i	i	i	i	i	i	i	i	i	i	i
Cc1ccc(N=Cc2sc(O)c3ccccc23)cc1	i	-6.9*	7*	i	i	i	i	i	i	i	i
CCCCc1ccc(NC(=O)N[C@@H](CC(C)C)C(=O)O)cc1	i	i	i	i	i	i	i	i	i	i	i
CCn1c(COc2cccc3ccccc23)nnc1SCC(=O)OC1CCCCC1	i	i	i	i	i	i	i	i	i	100*	i
CCNC(=O)C12CCC(C)(C(=O)O1)C2(C)C (stereo not given)	i	i	i	i	i	i	i	i	i	i	i
CCOc1ccc(N(CC(=O)NCCSCc2ccccc2)S(C)(=O)=O)cc1	i	i	i	i	i	i	i	i	i	i	i
O=C(Nc1nc(-c2ccc(Cl)cc2)cs1)NC1CCCCC1	i	i	i	i	i	i	i	i	i	i	i
CC(C)c1ccc(NC2CCCN(C(=O)c3cccs3)C2)cc1 (stereo not given)	i	i	i	i	i	i	i	i	i	i	i
O=C(c1cnccn1)N1CCN(S(=O)(=O)c2ccc3ccccc3c2)CC1	i	i	i	i	i	i	i	i	i	i	i

Reprinted from the part before: 2 entries, followed by the next part.
SMILES	RGS4 inh	MrgX1 antagonist	MrgX1 PAM	TRPC4 inh	TMEM16A act	TRPC4 PAM	TRPC6 inhibitor	TRPC4 act	MrgX1 ag	TMEM16A inh	TRPC6 act
CC(C)c1ccc(NC2CCCN(C(=O)c3cccs3)C2)cc1 (stereo not given)	i	i	i	i	i	i	i	i	i	i	i
O=C(c1cnccn1)N1CCN(S(=O)(=O)c2ccc3ccccc3c2)CC1	i	i	i	i	i	i	i	i	i	i	i
COc1ccc2c(c1)nc(SCC(=O)c1ccc(Br)s1)n2C	i	i	i	i	i	i	i	i	i	i	i
CCCCCCCCNC(=O)c1cnccn1	i	i	i	i	i	i	i	i	i	i	i
CN1CCN(CCCN(Cc2cccs2)C(=S)Nc2ccc(Cl)cc2)CC1	i	i	i	i	i	i	i	i	i	i	i
Cc1cc(C(=O)Cn2nc(C(=O)O)c3ccccc3c2=O)c(C)n1-c1ccc(OC(F)F)cc1	i	i	i	i	i	i	i	i	i	i	i
COc1ccc(C(=O)N2CCC(C(=O)O)CC2)c2ccccc12	i	i	i	i	i	i	i	i	i	i	i
Cc1c(O)ccc2c(CN(C)Cc3ccccc3)cc(=O)oc12	i	i	i	i	i	i	i	i	i	i	i
CCOc1cc(/C=N\NC(=O)Cn2nnc3ccccc32)ccc1O	i	i	i	i	i	i	i	i	i	i	i
Cc1ccc(-c2cnn(-c3cccc([N+](=O)[O-])c3)c2N)cc1	i	i	i	i	i	i	i	i	i	i	i
O=C(OCCN=C1NS(=O)(=O)c2ccccc21)C1CC(=O)N(c2ccc(Cl)cc2)C1 (stereo not given)	i	i	i	i	i	i	i	i	i	i	i
CSCCC(NS(=O)(=O)c1ccc(F)cc1)C(=O)NCc1ccc(S(N)(=O)=O)cc1 (stereo not given)	i	i	i	i	i	i	i	i	i	i	i

With a hit mark in MrgX1 antagonist, among the entries above:
SMILES,RGS4 inh,MrgX1 antagonist,TRPC4 inh,TMEM16A act,TRPC4 PAM,MrgX1 ag,TRPC6 act
Cc1ccc(N=Cc2sc(O)c3ccccc23)cc1,i,-6.9*,i,i,i,i,i

Further results:
SMILES	RGS4 inh	MrgX1 antagonist	MrgX1 PAM	TRPC4 inh	TMEM16A act	TRPC4 PAM	TRPC6 inhibitor	TRPC4 act	MrgX1 ag	TMEM16A inh	TRPC6 act
Cc1cccc(N/C=C/C(=O)c2ccc(Cl)cc2)c1	i	i	i	i	i	i	i	i	i	i	i
Cc1cccc(C)c1NC(=O)CSc1nnc(CCCCCNC(=O)OC(C)(C)C)o1	i	i	i	i	i	i	i	i	i	i	i
COc1ccc2nc(NC(=O)CCN3C(=S)NC(C)(C)CC3C)sc2c1 (stereo not given)	i	i	i	i	i	i	i	i	i	i	i
CCOc1ccc2nc3c(cc2c1)CN(CCOC)C(=NC)S3	i	i	i	i	i	i	i	i	i	i	i
Nc1nonc1-n1nnc(C(=O)N/N=C/c2ccoc2)c1CSc1ccc(Cl)cc1	i	i	i	i	i	i	i	i	i	i	i
CC(C)C(=O)NC(c1ccc(Cl)cc1Cl)c1ccc2cccnc2c1O (stereo not given)	i	i	i	i	i	i	i	i	i	i	i
O=C1/C(=C/c2ccncc2)SC(=S)N1Nc1ccccc1	i	i	i	i	i	i	i	i	i	i	i
CC1(O)c2ccccc2C(=O)N1CCc1ccccc1F (stereo not given)	i	i	i	i	i	i	i	i	i	i	i
COCCn1c(SCC(=O)NCC2CCCO2)nc2c(c1=O)SCC2 (stereo not given)	i	i	i	i	i	i	i	i	i	i	i
